G6PDH CS – counter-screen for G6PDH assay hits: L. mesenteroides G6PDH inhibition; Purified L. mesenteroides G6PDH, diaphorase/resazurin coupled fluorescence, 45 min; inhibition, % at 5 µM; hit rate 0.12% among 200,000; in the data active = inhibition above about 50%
PPARg SRC1 recr – agonists of human PPARgamma SRC-1 coactivator recruitment. P37231. PPARgamma-SRC-1 coactivator recruitment biochemical assay. activation, % at 8 µM. hit rate 0.41% among 200,000; in the data active = activation above about 19%;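 note: 0% = DMSO and 100% = reference agonist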
TR-FRET SRC-2 ct – flags TR-FRET format artefacts in PPARgamma SRC-2 recruitment agonist screen; TR-FRET ratio at 8 µM; hit rate 0.4% among 200,000; AID 1049; TR-FRET artefact counter-screen; stronger effect = higher value; in the data active = TR-FRET ratio above about 2000; note: inactives centre near 1500
PMI act satM6P – activators of human phosphomannose isomerase at near-saturating mannose 6-phosphate; P34949; coupled PMI enzyme assay, resazurin fluorescence, 20 min; stronger effect = higher value; 1 = untreated enzyme, 0 = substrate-free blank; activation factor at 20 µM; hit rate 0.34% among 190,000; AID 1216;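 active = activation factor of 2 or more at 20 µM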
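Test system: human PMI in coupled enzyme assay; Input: PMI at 15 ng/mL final; Medium: HEPES buffer, pH 7.4; Schedule: 20 min incubation at room temperature; Technique: resorufin fluorescence at Ex 544/Em 590 nm; Compound: 20 µM single dose; Probe or stimulus: Near-saturating mannose-6-phosphate, 1.0 mM.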
ROMK primary – modulates human ROMK potassium channel activity; Tet-inducible ROMK, thallium flux fluorescence; actives lie on both sides; B-score at 10 µM; hit rate 2% among 130,000; AID 1918;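 active = signal ratio slope over the read window, or its plate-corrected B-score, at least 3 SD from the plate mean, either direction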;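 note: B-score of the F/F0 ratio slope over 7 to 12 s after thallium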
PMI activator – activators of human phosphomannose isomerase. P34949. purified human PMI, coupled resazurin fluorescence, 20 min; stronger effect = higher value; 1 = vehicle control, 0 substrate-free wells. activation factor at 20 µM. hit rate 0.005% among 190,000;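 active = activation factor of 2 or more at 20 µM, relative to plate controls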
PPARg SRC2 recr – agonists of SRC-2 recruitment by human PPARgamma; PPARgamma LBD-SRC-2 recruitment, biochemical; P37231; activation, % at 8 µM; hit rate 0.34% among 200,000; in the data active = activation above about 22%;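 note: 0% = vehicle and 100% = reference agonist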
PPARg SRC-3 ag – agonists of human PPARgamma SRC-3 coactivator recruitment | biochemical PPARgamma/SRC-3 coactivator recruitment assay | activation, % at 8 µM | hit rate 0.26% among 200,000; in the data active = activation above about 23%;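 note: 0% = DMSO and 100% = reference agonist; some compounds past the cut are filed as inactive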
S1P3 antag – S1P3 (human) receptor antagonism | Q99500 | CHO S1P3 NFAT-BLA reporter, FRET fluorescence, antagonist mode | inhibition, % at 4.98 µM | hit rate 0.27% among 170,000;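 active = inhibition above the plate cutoff, the mean inhibition of test wells on that plate plus 3 SD, cut at about 28% in these data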;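 note: cells challenged with S1P at its EC80 of 0.8 µM; blue over green emission ratio from cleaved BLA substrate after 4 h stimulation; 0% = S1P-stimulated wells and 100% = unstimulated DMSO-only wells; some compounds past the cut are filed as inactive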
Target sequence (Q99500 whole entry, looked up): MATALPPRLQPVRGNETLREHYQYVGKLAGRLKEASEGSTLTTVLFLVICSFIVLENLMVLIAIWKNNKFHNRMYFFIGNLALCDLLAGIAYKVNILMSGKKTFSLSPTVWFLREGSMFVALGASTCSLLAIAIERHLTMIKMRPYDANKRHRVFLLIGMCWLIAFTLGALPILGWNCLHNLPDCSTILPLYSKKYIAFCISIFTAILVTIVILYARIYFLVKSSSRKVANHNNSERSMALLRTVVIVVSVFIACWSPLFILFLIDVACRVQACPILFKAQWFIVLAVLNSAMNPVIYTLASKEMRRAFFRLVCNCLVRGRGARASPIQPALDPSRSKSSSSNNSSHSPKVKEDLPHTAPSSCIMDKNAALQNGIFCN
Diaphorase act – activates diaphorase or chemically reduces, flagging diaphorase assay artifacts. Diaphorase/resazurin coupled assay, resorufin fluorescence, 16 min; stronger effect = higher value; 1 = vehicle wells, 0 = NADH-free wells. hit rate 0.005% among 190,000. activation factor at 20 µM;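 active = diaphorase activity raised at least twofold by the compound at 20 µM; inactive = activation factor below 2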
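Material: Purified diaphorase enzyme from Clostridium kluyveri | Buffer or medium: 50 mM HEPES pH 7.4 with 4.542 mM MgCl2, 0.005% Tween 20 | Times: 16 min enzyme reaction, ambient temperature | Signal: Red resorufin fluorescence at 544/590 nm excitation/emission | Measure: Increased resorufin signal from activators or reducing compounds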
Diaphorase inh – diaphorase inhibition or chemical oxidation counter-screen; hit rate 0.69% among 190,000; AID 1217; inhibition, % at 20 µM; diaphorase resazurin-to-resorufin fluorescence, NADH, 16 min; bacterial (C. kluyveri) enzyme, not human;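 active = primary screen inhibition at 20 µM above a set limit, cut at about 50% in these data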;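 note: plate controls were DMSO with full reaction for no effect and wells lacking NADH for full effect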
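System: Diaphorase enzyme from Clostridium kluyveri | Amount: Enzyme working solution with 0.14 U/mL diaphorase | Benchmarks: No-NADH positive control and DMSO neutral control | Signal: Fluorescence of resorufin formed from resazurin, Ex 544/Em 590 nm | Schedule: 16-min room-temperature incubation before reading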
Active calls of the source: *; / = no result given.

Every second line gives: G6PDH CS | PPARg SRC1 recr | TR-FRET SRC-2 ct | PMI act satM6P | ROMK primary | PMI activator | PPARg SRC2 recr | PPARg SRC-3 ag | S1P3 antag | Diaphorase act | Diaphorase inh
1	COc1ccc(CCNC(=O)C(C)Sc2ccccc2)cc1OC (stereo not given)
    5 | 2 | 1392 | 1.1 | / | 1.1 | -1 | -1 | / | 0.9 | 5
2	Cc1cc(C)cc(NC(=S)N(Cc2ccc(Br)cc2)Cc2ccc(C(=O)O)cc2)c1
    6 | -3 | 1510 | 1 | 0.47 | 1.1 | -3 | 1 | 4 | 0.9 | 12
3	CCCN1CCN(CCCNC(=S)Nc2ccc(F)cc2)CC1
    -2 | -1 | 1598 | 1.1 | / | 1.1 | 1 | 2 | -16 | 1.1 | -10
4	Cc1ccccc1OCC(O)CN1CCCCC1 (stereo not given)
    17 | -2 | 1526 | / | 0.13 | / | -5 | -4 | -9 | / | /
5	CC(=O)c1cnc(Nc2nc(C)c3cc(C)c(C)cc3n2)nc1C
    -26 | 9 | 1621 | 0.8 | / | 0.8 | 8 | 11 | / | 0.8 | 15
6	CCN(CC)CC(O)c1cccn1-c1ccc(CNC(=O)NC(C)C)cc1 (stereo not given)
    16 | 7 | 1523 | 0.9 | / | 0.9 | 1 | 0 | -16 | 1 | 3
7	O=C(NC1CCCCC1)N1CCN(C(c2ccccc2)c2ccccc2)CC1
    -1 | 0 | 1464 | 1 | -1.1 | 1 | 10 | 5 | / | 0.9 | 5

Some of the entries so far, as labelled records.
[2] Cc1cc(C)cc(NC(=S)N(Cc2ccc(Br)cc2)Cc2ccc(C(=O)O)cc2)c1
  G6PDH CS: 6
  PPARg SRC1 recr: -3
  TR-FRET SRC-2 ct: 1510
  PMI act satM6P: 1
  ROMK primary: 0.47
  PMI activator: 1.1
  PPARg SRC2 recr: -3
  PPARg SRC-3 ag: 1
  S1P3 antag: 4
  Diaphorase act: 0.9
  Diaphorase inh: 12

[3] CCCN1CCN(CCCNC(=S)Nc2ccc(F)cc2)CC1
  G6PDH CS: -2
  PPARg SRC1 recr: -1
  TR-FRET SRC-2 ct: 1598
  PMI act satM6P: 1.1
  ROMK primary: /
  PMI activator: 1.1
  PPARg SRC2 recr: 1
  PPARg SRC-3 ag: 2
  S1P3 antag: -16
  Diaphorase act: 1.1
  Diaphorase inh: -10

Sorted by molecular weight (low to high): seven of the compounds above.
Every second line gives: G6PDH CS | PPARg SRC1 recr | TR-FRET SRC-2 ct | PMI act satM6P | ROMK primary | PMI activator | PPARg SRC2 recr | PPARg SRC-3 ag | S1P3 antag | Diaphorase act | Diaphorase inh
4	Cc1ccccc1OCC(O)CN1CCCCC1 (stereo not given)
    17 | -2 | 1526 | / | 0.13 | / | -5 | -4 | -9 | / | /
5	CC(=O)c1cnc(Nc2nc(C)c3cc(C)c(C)cc3n2)nc1C
    -26 | 9 | 1621 | 0.8 | / | 0.8 | 8 | 11 | / | 0.8 | 15
3	CCCN1CCN(CCCNC(=S)Nc2ccc(F)cc2)CC1
    -2 | -1 | 1598 | 1.1 | / | 1.1 | 1 | 2 | -16 | 1.1 | -10
1	COc1ccc(CCNC(=O)C(C)Sc2ccccc2)cc1OC (stereo not given)
    5 | 2 | 1392 | 1.1 | / | 1.1 | -1 | -1 | / | 0.9 | 5
6	CCN(CC)CC(O)c1cccn1-c1ccc(CNC(=O)NC(C)C)cc1 (stereo not given)
    16 | 7 | 1523 | 0.9 | / | 0.9 | 1 | 0 | -16 | 1 | 3
7	O=C(NC1CCCCC1)N1CCN(C(c2ccccc2)c2ccccc2)CC1
    -1 | 0 | 1464 | 1 | -1.1 | 1 | 10 | 5 | / | 0.9 | 5
2	Cc1cc(C)cc(NC(=S)N(Cc2ccc(Br)cc2)Cc2ccc(C(=O)O)cc2)c1
    6 | -3 | 1510 | 1 | 0.47 | 1.1 | -3 | 1 | 4 | 0.9 | 12

Screening data: PubChem, several laboratories
